Rtt109 Vps75 – inhibitors of C. albicans Rtt109/Vps75 HAT, primary screen, biochemical, ThioGlo CoA-SH fluorescence, plate reader; purified Rtt109/Vps75, 4 h; inhibition, % at 34.9 µM; 330,000 compounds, 0.16% hits; AID 540336, 2011;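 active means inhibition of at least 50% in every replicate; inconclusive means best replicate reaches 50% inhibition but some replicates fall short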
Target sequence (Q5AAJ8 whole entry, looked up): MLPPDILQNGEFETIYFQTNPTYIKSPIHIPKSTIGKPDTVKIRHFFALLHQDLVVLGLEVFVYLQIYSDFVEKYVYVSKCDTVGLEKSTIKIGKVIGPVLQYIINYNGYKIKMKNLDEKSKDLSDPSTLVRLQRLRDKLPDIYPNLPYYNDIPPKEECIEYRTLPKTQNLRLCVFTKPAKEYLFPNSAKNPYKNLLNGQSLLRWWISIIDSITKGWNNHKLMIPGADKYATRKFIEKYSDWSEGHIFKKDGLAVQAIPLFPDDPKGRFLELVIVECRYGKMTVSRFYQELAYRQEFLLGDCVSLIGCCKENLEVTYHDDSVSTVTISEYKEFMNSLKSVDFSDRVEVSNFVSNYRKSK
CAL PDZ FP – CAL PDZ peptide-binding inhibitors, primary screen, biochemical, fluorescence polarization, Cer-tagged CAL PDZ, HTS. Golgi-associated PDZ and coiled-coil motif-containing protein (Homo sapiens), Q9HD26. purified CAL PDZ, TMR-peptide fluorescence polarization, 1 h. inhibition, % at 20 µM. 330,000 compounds, 0.02% hits. AID 504414, 2011;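 active means highest replicate inhibition of at least 40%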;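 further: plate controls were DMSO neutral control wells for no effect and unlabeled competitor peptide control wells for full effect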
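Material – purified CerCALP PDZ construct · Detection – FP readout, S and P plane fluorescence · Measure – percent inhibition from loss of millipolarization · Controls – unlabelled peptide for full inhibition, DMSO wells as neutral · Probe or stimulus – TMR-labelled reporter peptide T*-PRC34 bound in PDZ groove · Times – 1 h at RT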
PvdQ acylase – P. aeruginosa PvdQ acylase inhibitors, primary screen, biochemical, fluorescence, plate reader and imaging, single point. inhibition, % at 10 µM. 340,000 compounds, 0.063% hits. PvdQ acylase [Pseudomonas aeruginosa LESB58]. purified PvdQ acylase; in the data active means inhibition above about 30%, passing the limit was not always enough; inconclusive means no clear call, values can overlap the other calls;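 further: 0% = vehicle neutral wells and 100% = reference inhibitor wells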
AddAB inh – growth inhibition of E. coli expressing H. pylori AddAB, primary screen, AddAB inhibitor project, absorbance; inhibition, % at 11.9 µM; 330,000 compounds, 0.29% hits; AID 435030, 2010; in the data active means inhibition above about 12%;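 further: 0% = vehicle wells of infected cells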
phage Ecoli inh – growth loss of phage-infected E. coli, primary screen, RecBCD inhibitor project, absorbance, with phage, HTS; inhibition, % at 11.9 µM; 360,000 compounds, 0.26% hits; in the data active means inhibition above about 11%
PfHsp90 set2 – growth inhibition of PfHsp90-expressing yeast, primary screen, antimalarial PfHsp90 inhibitor project, S. cerevisiae, BacTiter-Glo luminescence, single point, set 2; inhibition, % at 9.4 µM; BacTiter-Glo ATP, 48 h; yeast lacking PDR1 and PDR3 efflux regulators; 310,000 compounds, 0.32% hits;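 active means every replicate shows inhibition above about 80%, whatever the replicate mean, limit read from the data; inconclusive means mean inhibition reaches the set limit but some replicate falls short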;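 further: 0% = DMSO neutral controls and 100% = 20 µM radicicol positive controls; yeast relying on Plasmodium falciparum Hsp90 in place of its own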
DAGLB inhibitor – DAGLB lipase inhibitors, primary screen, biochemical, fluorescence, HTS; Diacylglycerol lipase-beta (Homo sapiens), Q8NCG7; HEK293T DAGLB membrane lysate, EnzChek fluorogenic substrate; inhibition, % at 5.17 µM; 340,000 compounds, 0.059% hits; in the data active means inhibition above about 34%;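 further: 0% = enzyme with vehicle and 100% = wells lacking enzyme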
Target sequence (Q8NCG7 whole entry, looked up): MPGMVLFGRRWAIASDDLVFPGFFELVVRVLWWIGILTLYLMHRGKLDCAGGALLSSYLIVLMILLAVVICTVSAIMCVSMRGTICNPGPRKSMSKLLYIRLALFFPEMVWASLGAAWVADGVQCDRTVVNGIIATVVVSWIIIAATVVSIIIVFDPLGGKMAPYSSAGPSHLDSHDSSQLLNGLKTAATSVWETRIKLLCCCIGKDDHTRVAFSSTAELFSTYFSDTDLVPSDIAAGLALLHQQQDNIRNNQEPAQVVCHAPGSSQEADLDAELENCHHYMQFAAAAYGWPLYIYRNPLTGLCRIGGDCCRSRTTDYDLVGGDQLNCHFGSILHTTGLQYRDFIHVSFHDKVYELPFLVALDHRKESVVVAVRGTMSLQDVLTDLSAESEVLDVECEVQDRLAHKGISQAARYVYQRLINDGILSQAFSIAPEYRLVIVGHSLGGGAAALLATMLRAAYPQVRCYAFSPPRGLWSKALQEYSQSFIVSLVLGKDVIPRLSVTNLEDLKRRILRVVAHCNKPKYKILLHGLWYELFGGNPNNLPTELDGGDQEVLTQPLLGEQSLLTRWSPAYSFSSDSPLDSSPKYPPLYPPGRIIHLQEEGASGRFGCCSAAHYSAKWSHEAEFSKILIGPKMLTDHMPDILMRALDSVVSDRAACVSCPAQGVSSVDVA
Ecoli viability – E. coli V3065 growth inhibition, primary screen, counter-screen for AddAB inhibitor project, absorbance, OD600; 330,000 compounds, 0.27% hits; 18 h; AID 449728, 2010; inhibition, % at 11.9 µM;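 active means inhibition above the campaign's mean inhibition across all tested compounds plus 3 SD, cut at about 9.9% in these data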;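 further: uninfected addAB+ strain grown without phage in ampicillin broth; 0% = DMSO wells and 100% = ciprofloxacin 0.95 µg/ml wells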
Wnt bcat act – Wnt/beta-catenin pathway activators, primary screen, cell-based, plate reader, single point; Wnt/beta-catenin reporter cell assay, activator; activation, % at 9.35 µM; 300,000 compounds, 1.2% hits; AID 743398, 2014; in the data active means activation above about 30%, passing the limit was not always enough; inconclusive means no clear call, values can overlap the other calls;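 further: 0% = neutral control wells and 100% = positive control wells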
Tat transport – E. coli Tat export inhibitors, primary screen, MC4100, TorA-mCherry reporter, fluorescence, single point; inhibition, % at 10 µM; AID 488895, 2010; 340,000 compounds, 0.036% hits;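 active means mean replicate inhibition at least 50% and at least half of replicates individually reaching 50%; inconclusive means only one of the two criteria met; inactive means neither criterion met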;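 further: exported cargo escapes ClpAP degradation while cytoplasmic cargo is degraded and loses fluorescence; 0% = median of neutral control wells and 100% = median of NaSCN control wells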
* = called active by the depositor; ? = inconclusive; · = not tested or not shown. Rows were taken by chance; any-hit rate near 1.9%.

SMILES | Rtt109 Vps75 | CAL PDZ FP | PvdQ acylase | AddAB inh | phage Ecoli inh | PfHsp90 set2 | DAGLB inhibitor | Ecoli viability | Wnt bcat act | Tat transport
CN1CCN(c2ccccc2NC(=O)COc2ccc(C3CCCCC3)cc2)CC1 | 3.4 | -3.1 | -0.1 | 2.7 | 2.9 | 0.2 | -3.4 | 1.0 | -2.2 | 1.1
O=[N+]([O-])c1ccc(OCC(O)CNCCNc2nccc(C(F)(F)F)n2)cc1 (stereo not drawn) | -0.7 | -1.0 | -7.5 | 3.2 | 4.8 | -15.4 | -3.2 | 0.4 | -3.1 | 8.5
NC(=O)C1CCN(C(=O)COc2ccc3c4c(c(=O)oc3c2)CCC4)CC1 | 9.5 | 0.1 | -16.1 | 3.4 | -0.2 | 14.8 | -1.7 | -1.0 | -1.7 | -5.9
Cc1ccc(C(=O)Cn2nnc3ccccc32)cc1[N+](=O)[O-] | -7.5 | 0.3 | -15.5 | 6.1 | -0.8 | -0.6 | 2.1 | 3.6 | 8.3 | -12.5
O=C(Cn1nc(-c2ccc(F)cc2)ccc1=O)Nc1ccc2c(c1)OCCO2 | -5.1 | -2.7 | 6.1 | 4.7 | 3.3 | -16.8 | -3.5 | -1.1 | -0.5 | -1.1
COc1ccccc1CCNC(=O)COc1cccc2c1OC(C)(C)C2 | 6.0 | -2.6 | -13.8 | 5.5 | -0.1 | · | -11.8 | -0.1 | -0.4 | 3.9
O=c1c2c(n3cnnc3n1-c1ccccc1)-c1ccccc1CC21CCCC1 | 9.8 | -1.2 | 4.3 | 3.0 | 4.1 | -12.5 | -2.4 | -0.4 | -1.3 | -9.1
Nc1ccc(-c2cc(-c3cccc(N)c3)nc(-c3ccccc3)n2)cc1 | -0.4 | 0.5 | -13.6 | 4.5 | 5.5 | 15.8 | 0.2 | -0.3 | -3.0 | 5.5
O=C(Cc1ccccc1)NC(=S)Nc1ccc(OC(F)F)cc1 | 1.6 | -1.1 | 2.4 | -2.5 | 4.7 | 6.8 | -6.6 | 1.1 | 1.3 | 0.2
Cc1nc2ccccc2c2c1CC(C(C)(Cl)Br)O2 (stereo not drawn) | 28.6 | -0.9 | 5.1 | 1.8 | 4.4 | -6.5 | -1.6 | 0.8 | 0.3 | 1.4
CCOC(=O)c1c(NC(=O)CSc2nc3c(c(=O)n(C)c(=O)n3C)n2C(C)C)sc(C)c1C | 27.8 | -2.8 | 2.8 | 2.2 | 0.5 | -7.9 | 0.6 | 1.6 | -1.1 | 19.4
Cc1cccc(OCC(=O)Nc2ccccc2N2CCCC2)c1C | 42.2 | -2.6 | 8.8 | -1.0 | 6.3 | · | -11.3 | -1.3 | -1.5 | 0.8
Cc1nnc(SCC(=O)Nc2nccs2)n(N)c1=O | -5.8 | -0.5 | -7.1 | 0.7 | 1.6 | -24.3 | -2.7 | 0.1 | -0.6 | 0.5
O=c1[nH]nc(-c2ccc(NCCO)c([N+](=O)[O-])c2)c2ccccc12 | 12.5 | -1.8 | -2.3 | -2.3 | 1.8 | 7.2 | 3.0 | -3.5 | 4.1 | -7.4
COC(=O)C(=O)C/C(=N/Nc1ncnc2ccccc12)c1ccc(Cl)cc1 | 12.5 | -2.0 | 6.1 | 1.4 | 3.2 | 1.3 | 2.7 | 2.5 | -1.3 | -4.2
O=S(=O)([N-]c1nc2ccccc2nc1-n1cc[n+](Cc2ccccc2)c1)c1ccc(Cl)cc1 | -7.6 | -0.7 | -15.5 | 3.1 | -1.6 | -28.6 | · | -4.5 | -1.3 | -14.4
CCN(C(=O)Cn1cc(C(C)=O)c2ccccc21)c1ccccc1 | -5.4 | -1.9 | -5.8 | 0.1 | 4.6 | 6.6 | 0.5 | -0.6 | 2.9 | 7.2
Cc1cc(C)cc(C(=O)NC2C(=O)N3C(C(=O)O)=C(CSc4nnc(C)s4)CSC23)c1 (stereo not drawn) | 4.0 | -2.5 | -2.3 | -1.6 | 2.3 | -0.7 | 2.9 | -0.8 | -0.6 | -6.2
CN1CCN(C(c2cccc(Cl)c2)c2ccccc2Cl)CC1 (stereo not drawn) | 15.3 | -4.4 | 15.1 | 3.4 | 1.5 | 22.7 | -1.1 | -0.7 | -1.7 | -1.1
Cc1ccc(NC(=S)N(CCCN2CCOCC2)Cc2ccco2)cc1C | -2.9 | -0.8 | -12.4 | 1.7 | 3.4 | 4.1 | -3.4 | 0.1 | -0.3 | -7.5
CN(CC(=O)Nc1ccccc1Br)C(=O)CNC(=O)c1ccc2c(c1)OCO2 | -4.7 | -2.0 | -12.5 | 0.0 | 1.2 | 3.4 | 2.2 | 1.1 | 0.4 | -12.7
COc1cc(/C=C/C(=O)OCC(=O)Nc2ccc(C)c(S(=O)(=O)N3CCCCC3)c2)ccc1O | -12.6 | -0.5 | -6.3 | 1.6 | 1.7 | 2.5 | 0.0 | 0.5 | · | 1.6
O=C(O)Cc1ccc(C(=O)c2cccs2)s1 | -6.3 | -0.5 | 23.8 | 0.9 | 0.5 | 41.3 | -1.2 | -0.1 | -5.3 | -5.6
CN1C(=O)/C(=C/c2cccc(Cl)c2)Sc2ccc(C(=O)N3CCCC3)cc21 | · | · | · | 1.0 | 1.4 | · | · | -2.6 | 2.0 | ·
COc1ccc(-c2nn3c(-c4ccccc4)nnc3s2)cc1OC | 7.3 | -7.8 | 6.7 | 1.4 | 1.4 | -17.0 | -5.1 | -0.4 | 4.9 | -6.4
Cc1ccccc1NC(=O)c1ccccc1-c1ccccc1 | -4.9 | -0.6 | -2.1 | 0.7 | 0.2 | -7.3 | -0.2 | 0.0 | -0.8 | 3.1
O=P(O)(CCc1ccccc1)CN1CCCCC1 | 6.1 | -3.1 | -17.2 | 2.1 | 0.8 | -16.4 | 3.4 | -2.2 | · | -5.5
O=S(=O)(c1ccc(Cl)cc1Br)N1CCCCC1 | -1.5 | -2.6 | -6.5 | 0.4 | 3.2 | -4.0 | -7.7 | -0.5 | · | 7.3
CC1C(=O)Nc2ccccc2N1C(=O)c1ccccc1 (stereo not drawn) | -3.8 | 0.5 | -3.9 | 1.2 | 3.8 | -31.5 | -0.7 | -0.2 | 0.0 | -0.6
C=CCC(CC=C)(NC(=O)c1ccccc1C)c1ccccc1 | 1.3 | -0.8 | -4.0 | 2.4 | 0.5 | -4.6 | -1.6 | 3.8 | · | 11.5
Cc1cnnc2ccc3c(no[n+]3[O-])c12 | -1.4 | · | -5.2 | 2.0 | 0.9 | 24.3 | 1.1 | 1.1 | · | 2.6
C=CCn1c(SCc2ccc(C#N)cc2)nnc1-c1ccc(C)cc1 | -6.2 | 0.0 | -12.8 | 1.6 | 2.6 | · | -3.7 | 1.5 | · | 3.9
O=C(NCc1ccccc1)c1nc[nH]c1C(=O)N1CCc2ccccc2C1 | 6.4 | -1.3 | -7.9 | -2.1 | 1.3 | · | 0.1 | -1.4 | 0.1 | 2.8
COC(=O)C(C)N(C(=O)c1cccc(Cl)c1)c1c(C)cccc1C (stereo not drawn) | 1.3 | -1.0 | -11.9 | 0.4 | 5.5 | 3.9 | -5.3 | -1.3 | · | -12.5
CSCCC(NC(=O)c1ccccc1Br)C(=O)N1CCC(C)CC1 (stereo not drawn) | -18.4 | -0.6 | -8.4 | 0.7 | 1.3 | -48.5 | 2.0 | 0.3 | 0.6 | 0.1
CCC(=O)N(C)/C=C1\Sc2ccccc2C1=O | 0.6 | · | -13.8 | 4.6 | 0.1 | 23.3 | 1.1 | 0.9 | · | 0.4
CCCc1cc(=O)oc2cc(C)cc(OCC(=O)NCCCn3ccnc3)c12 | -6.1 | 0.4 | -7.1 | -0.3 | 1.7 | -10.3 | 1.4 | -1.6 | -2.1 | 3.0
CCOC(=O)CCCNC(=O)c1cncc(O)c1 | 5.7 | 0.4 | -10.5 | 0.8 | 0.0 | 6.4 | -0.7 | 1.5 | · | -3.4
CCc1cccc(NC(=O)CCNS(=O)(=O)c2ccc3c(c2)oc(=O)n3C)c1 | -5.0 | -2.3 | -3.5 | 4.4 | 3.1 | -0.8 | 1.6 | 0.2 | -2.8 | -2.2
CCCn1c(N)c(Sc2ccc(C)cc2)c(=O)n(CCC)c1=O | 4.5 | -2.7 | -6.0 | -0.9 | 2.1 | 28.2 | -2.4 | -1.8 | -0.9 | -1.7
COC(=O)c1cccc(NC(=O)CSc2nncn2-c2ccccn2)c1 | 1.5 | -1.9 | -10.8 | 1.8 | 0.7 | -0.2 | 2.1 | 0.3 | -3.1 | -2.1
COc1ccccc1CCC(=O)OCC(=O)NC1CCCC1 | -8.4 | -0.3 | -11.6 | -0.9 | 4.8 | -9.4 | -2.1 | 0.1 | -1.1 | -10.7
CC(=O)N1CCCc2cc(S(=O)(=O)N(C)CCC#N)ccc21 | 3.5 | -0.9 | 5.4 | 1.7 | 0.5 | 10.3 | -0.4 | -0.5 | · | -8.3
COc1cccc(/C=N/NC(=O)C(C)n2nc(C)c([N+](=O)[O-])c2C)c1O (stereo not drawn) | 5.0 | -1.2 | -13.8 | 2.2 | 2.7 | 4.8 | 0.0 | -0.3 | 0.4 | 3.7
Cc1ccc(S(=O)(=O)N2CCN(C(=O)CN3CCCCC3)C2)cc1 | -1.9 | -1.3 | 13.2 | 0.4 | 3.1 | 24.4 | -2.9 | 0.4 | -4.7 | 14.2
O=c1[nH]cccc1-c1nc2ccccc2[nH]1 | -1.3 | · | -98.7 | -1.1 | 4.4 | 18.5 | -0.4 | 1.4 | 14.4 | -9.8
CC(=O)Nc1ccc(S(=O)(=O)NC(C(=O)O)C(C)C)cc1 (stereo not drawn) | 2.2 | -1.3 | -4.6 | -0.2 | 4.5 | 0.4 | -0.7 | 0.2 | -2.2 | 4.0
COC(=O)c1ccc(NC(=O)COc2ccc(C3C(C#N)=C(N)Oc4c3ccc3ccccc43)cc2OC)cc1 (stereo not drawn) | ? | -0.3 | 0.9 | 0.0 | -1.7 | -15.0 | 2.5 | -2.2 | · | 2.1
CC(=O)Oc1cc2cccc(OC(C)=O)c(=O)c2c(OC(C)=O)c1OC(C)=O | ? | -0.1 | 6.3 | 18.0* | · | 8.5 | 1.2 | 13.7* | · | 0.1
C[C@H](NC(N)=O)C(=O)Nc1ccc(OCc2ccccc2)cc1 | 3.6 | -1.3 | -10.0 | 1.9 | 4.9 | -19.2 | 3.1 | 2.2 | 13.7 | 0.1
